aSyn 5UTR inh: 5' untranslated region of α-synuclein, MLPCN primary screen; alpha-synuclein 5'UTR reporter, inhibitor activity; inhibition, % (tested at 7.5 µM); 300,000 compounds, 0.82% hits; in the data active = inhibition above about 60%;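 note: H4 neuroglioblastoma cells stably carrying SNCA 5'UTR luciferase fusion; 0% = DMSO wells and 100% = positive control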
HSP90 inh: inhibitors of HSP90 luciferase refolding in rabbit reticulocyte lysate. inhibition, % at 5.6 µM. 290,000 compounds, 0.91% hits. luciferase refolding luminescence, 3 h;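 active = inhibition above the screen-wide mean plus 3 SD, computed separately per campaign, cut at about 16% in these data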;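 note: 0% = DMSO wells and 100% = 60 µM geldanamycin wells; inhibitors lower the luminescence because luciferase stays unfolded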
HSF1 activator: increases HSF-1 driven luciferase reporter signal; activation, % at 9 µM; AID 504408; 300,000 compounds, 1.7% hits; NIH3T3-HGL HSF-1 luciferase reporter, MG132, 8 h; 100% = twice DMSO control signal;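 active = mean replicate activation of at least 50% with a set share of replicates each reaching 50%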;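 note: 0% = median of the neutral control wells and 100% = twice that signal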
GSK3beta inhib: human GSK3beta kinase inhibition. P49841. GST-GSK3beta kinase, ADP-Glo luminescence, 60 min; hits give low values. activity score (negative = inhibition), % at 10 µM. 300,000 compounds, 0.038% hits. AID 2097;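 active = more than half of replicate wells score below -50%, meaning over 50% inhibition versus plate controls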;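 note: 0% = median DMSO wells and -100% = median GW8510 positive control wells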
Target sequence (P49841 whole entry, looked up): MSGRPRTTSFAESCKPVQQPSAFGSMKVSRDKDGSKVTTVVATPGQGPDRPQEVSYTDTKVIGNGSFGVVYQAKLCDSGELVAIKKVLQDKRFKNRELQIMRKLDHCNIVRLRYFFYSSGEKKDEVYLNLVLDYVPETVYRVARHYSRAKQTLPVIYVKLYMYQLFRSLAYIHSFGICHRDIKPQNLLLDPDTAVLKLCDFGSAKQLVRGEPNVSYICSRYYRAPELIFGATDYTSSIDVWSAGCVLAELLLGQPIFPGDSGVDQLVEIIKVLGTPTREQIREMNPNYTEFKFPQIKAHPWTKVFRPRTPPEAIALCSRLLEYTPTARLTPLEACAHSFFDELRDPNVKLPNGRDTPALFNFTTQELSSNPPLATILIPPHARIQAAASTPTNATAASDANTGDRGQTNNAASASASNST
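Test system: GST-fused GSK3beta enzyme, cell-free | Quantity: 1.6 ng GST-GSK3beta enzyme per well | Reagent: 25 µM ATP with peptide substrate | Schedule: 60 min enzyme reaction, room temperature | Signal: Luminescent ADP-Glo measurement of ADP formed | Read-out basis: Score relative to plate controls | Control set: DMSO and 20 µM GW8510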
PolyA inhibitor: yeast polyadenylation inhibition; S. cerevisiae SKY197-pL101 polyadenylation reporter, beta-gal luminescence; efflux-impaired pdr1/pdr3 knockout yeast; score 100 = 6 SD above DMSO; calls only at 12 µM; 300,000 compounds, 0.02% hits; AID 1875;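 active = lowest replicate activity score at least 50, where 100 means six control SD above control mean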;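 note: yeast exposed to compound for 9 h at 30 °C; higher score means more reporter readthrough which indicates perturbed polyadenylation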
GSK3 alpha inh: blocks human GSK-3 alpha kinase; P49840; inhibition, % at 10 µM; 320,000 compounds, 0.1% hits; ADP-Glo luminescence, 60 min; AID 2650;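 in the data active = inhibition above about 50%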;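 note: GST-tagged GSK-3 alpha with peptide substrate and 25 µM ATP; 0% = DMSO neutral wells and 100% = GW8510 positive control wells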
Target sequence (P49840 whole entry, looked up): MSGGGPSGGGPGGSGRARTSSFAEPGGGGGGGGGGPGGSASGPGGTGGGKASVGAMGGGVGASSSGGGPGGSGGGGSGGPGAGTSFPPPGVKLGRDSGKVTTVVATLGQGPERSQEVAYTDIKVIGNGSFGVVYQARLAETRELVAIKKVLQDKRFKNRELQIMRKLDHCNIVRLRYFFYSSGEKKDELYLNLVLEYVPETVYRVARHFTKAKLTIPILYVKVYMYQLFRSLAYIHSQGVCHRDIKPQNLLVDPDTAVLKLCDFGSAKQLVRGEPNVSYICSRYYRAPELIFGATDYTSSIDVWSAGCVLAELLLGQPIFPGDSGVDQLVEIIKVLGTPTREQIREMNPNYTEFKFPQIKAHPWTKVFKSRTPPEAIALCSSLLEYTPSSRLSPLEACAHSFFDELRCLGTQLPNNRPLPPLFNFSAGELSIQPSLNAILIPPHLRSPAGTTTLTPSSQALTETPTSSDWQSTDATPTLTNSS
HSF1 inh: HSF1 inhibition | activity change, negative = inhibition, % at 7.5 µM (by protocol) | NIH3T3-HGL HSE-luciferase, MG132-induced, luminescence 8 h; hits give low values | 300,000 compounds, 0.77% hits;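 active = more than half of replicate wells show activity change below -50%, luminescence cut by over half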;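 note: luciferase reports HSF-1 transcriptional activity via heat shock element; 0% = median of DMSO wells and -100% = zero luminescence signal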
IEC-6 cytotox: counter-screen for KLF5 inhibitors: cytotoxicity in IEC-6 cells; 290,000 compounds, 0.78% hits; IEC-6 cytotoxicity, luminescence viability; inhibition, % at 5 µM; AID 1825; in the data active = inhibition above about 22%;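 note: 0% = plate median of test compound wells and 100% = cytotoxic reference compound wells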
KLF5 inhibitor: inhibitors of KLF5 expression | DLD-1 KLF5 promoter-luciferase reporter, luminescence | inhibition, % at 5 µM | 290,000 compounds, 0.23% hits | AID 1700;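 active = inhibition above a per-plate limit of that plate's mean compound inhibition plus 3 SD, cut at about 60% in these data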;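 note: 0% = DMSO wells and 100% = LY294002 at 200 µM; higher means less KLF5 promoter-driven luciferase light; inactives centre near -14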
AI-2 QS mod: modulators of Vibrio harveyi AI-2 quorum sensing system | 300,000 compounds, 0.4% hits | Vibrio harveyi JMH597 AI-2 luminescence/OD600 ratio, 9 h; hits give low values; strain lacks LuxN and CqsS sensors; 0 = neutral-control median | AID 2094 | activity change, % at 7.5 µM; in the data active = activity change below about -75%, passing the limit was not always enough;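 note: luminescence divided by OD600 gain over 9 h not by final OD600 alone; inactives centre near 13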
The depositor's hits bear a star; i = inactive; x = not tested or not shown. These rows are one share of the data; count on the stated rates, not on these rows.

SMILES	aSyn 5UTR inh	HSP90 inh	HSF1 activator	GSK3beta inhib	PolyA inhibitor	GSK3 alpha inh	HSF1 inh	IEC-6 cytotox	KLF5 inhibitor	AI-2 QS mod
CC(C)(C)OC(=O)CNC(=O)c1[nH]cnc1C(=O)N[C@@H](Cc1ccccc1)C(=O)OCc1ccccc1	-9	0	-3	1	i	1	0	1	-5	21
Cc1cccc(Cn2c(C(C)O)nc3ccccc32)c1 (centres undefined)	-1	-2	19	3	i	-2	1	-4	-9	21
COc1ccc(CCNC(=O)[C@H](C)NC(=O)N2CCn3c2nc2ccccc23)cc1OC	16	1	-4	-1	i	0	-1	2	-26	9
CC(C)CC(NC(=O)OC(C)(C)C)c1cn([C@@H](CCC(=O)OC(C)(C)C)C(=O)N2CCN(C(=O)OC(C)(C)C)CC2)nn1 (some centres undefined)	33	3	-8	0	i	x	-3	-2	-26	4
Cc1cccc(-n2ccc(=O)c(C(=O)O)n2)c1	9	0	10	1	x	-2	-4	-6	-1	12
CCC(=O)Nc1nc2c(OC)ccc(C)c2s1	-27	-1	-7	-1	i	4	-1	5	-11	28
C/C(=N/NC(=O)c1ccc2c(c1)OCCO2)c1ccc([N+](=O)[O-])cc1	3	-4	-65	2	i	-5	-67*	4	-20	20
CCC(Oc1ccccc1)C(=O)N1CCN(C(=O)C(CC)Oc2ccccc2)CC1 (centres undefined)	-6	3	-1	0	i	2	-5	0	-15	26
COc1ccc(C(=O)Nc2ccccc2C(=O)O)cc1NC(=O)C(c1ccccc1)c1ccccc1	-30	-2	-22	-4	i	-5	-4	-8	-30	79
CCN(CCn1cccn1)Cc1ccccc1OCC(O)CN1CCc2ccccc2C1 (centres undefined)	-11	-2	6	-3	i	5	-4	-1	-1	15
C#C[C@]1(O)CC[C@H]2[C@@H]3CCc4cc(OC)ccc4[C@H]3CC[C@@]21C	-70	-1	-2	2	i	-4	2	-8	-25	14
CCOC(=O)C1(Cc2ccccc2)CCCN(Cc2ccc(OCC)c(CO)c2)C1 (centres undefined)	3	5	16	1	i	-5	0	2	11	3
CC1CCC(NC(=O)CN2CCCN(Cc3ccc(F)cc3Cl)C2=O)CC1 (centres undefined)	7	-1	12	3	i	-3	-2	-1	-1	13
Cc1cccc(C)c1NC(=O)CN(C)C(=O)c1ccc(COc2ccccc2)cc1	-42	1	32	2	i	1	15	-9	-24	35
CCOc1ccccc1NC(=O)CSc1nc2c(c(=O)n1C)SC(C)C2 (centres undefined)	-3	0	15	-2	i	-1	6	-3	16	3
c1ccc(CNc2nc(NCc3ccco3)nc(N3CCOCC3)n2)cc1	9	-1	-5	-3	i	-1	6	2	-17	7
Cc1nc2cc(-c3cccc(F)c3)nn2c(N2CCN(C(=O)c3ccco3)CC2)c1C	-42	4	15	3	i	-1	9	3	-16	11
CCOC(=O)N1CCN(C(=O)CSc2ccc(-c3ccccc3)nn2)CC1	16	-1	8	-5	i	-2	-1	-5	-1	0
Cc1ccc(-c2nc(-c3ccccn3)no2)cc1	99*	94*	-80	-16	i	4	-78*	16	88*	18
O=C1CCCC(=O)C1CS(=O)(=O)c1ccccc1	-16	-1	5	-2	i	-6	-1	2	-5	3

Some values from the list.
Under HSF1 activator, `O=C1CCCC(=O)C1CS(=O)(=O)c1ccccc1` has the entry 5
Under HSP90 inh, `Cc1cccc(Cn2c(C(C)O)nc3ccccc32)c1` (centres undefined) has the entry -2
Under KLF5 inhibitor, `CCN(CCn1cccn1)Cc1ccccc1OCC(O)CN1CCc2ccccc2C1` (centres undefined) has the entry -1
Under KLF5 inhibitor, `c1ccc(CNc2nc(NCc3ccco3)nc(N3CCOCC3)n2)cc1` has the entry -17

Remaining list, next part
SMILES	aSyn 5UTR inh	HSP90 inh	HSF1 activator	GSK3beta inhib	PolyA inhibitor	GSK3 alpha inh	HSF1 inh	IEC-6 cytotox	KLF5 inhibitor	AI-2 QS mod
O=C(CCNC(=O)Cn1ccc2ccccc2c1=O)NCc1ccc(F)cc1Cl	8	0	-8	3	i	x	0	-1	-15	0
O=C(CN1CCCCCC1)Nc1ccccc1Cl	2	2	-1	-3	i	0	-6	1	-2	12
CCn1c(CC(=O)Nc2ccc(C)cc2)n[nH]c1=S	32	-3	-22	1	i	1	-7	2	-24	1
CC1CN(c2ccc([N+](=O)[O-])cc2C(=O)N2CCOCC2)CC(C)N1 (centres undefined)	-15	7	-9	0	i	3	-12	4	-13	20
Cc1ccc(CNC(=O)CCCn2nc(C)n3ccnc3c2=O)cc1	-1	-3	-25	-1	i	-1	-3	-4	-1	15
COc1ccc(OC)c(CNC(=O)CCC(=O)N2Cc3cccc(OC)c3Oc3ncccc32)c1	-3	-4	-8	1	i	0	-4	-5	-19	0
COCCN1C(=O)c2ccccc2C(C(=O)N2CCN(c3ccccn3)CC2)C1c1ccc(F)cc1 (centres undefined)	-24	6	3	0	i	x	1	2	-24	7
Cc1sc2c(c1C)C(=O)NC(c1cccc(O)c1)N2 (centres undefined)	-233	0	26	2	i	9	10	-3	6	41
CCCCNc1ccc(C(=O)Nc2cccc(C)n2)cc1[N+](=O)[O-]	-102	0	32	1	i	-4	8	2	-33	-13
COC(=O)c1ccc(NC(=O)N(c2ccccc2)c2ccccc2)cc1	0	3	-17	2	i	-2	-12	2	-43	9
COc1ccc(N2CCN(C(=O)c3cc(=O)c4cc(C)c(C)cc4o3)CC2)cc1	-2	-3	8	-1	i	4	-2	1	-6	6
CCCSc1nnc2n(N)c(=O)c3ccccc3n12	-6	-3	3	-4	i	2	-3	0	-9	-1
COCCn1c(SCC(=O)NCc2ccc3c(c2)OCO3)nc2ccccc2c1=O	25	0	9	0	i	-2	1	-1	-26	-5
O=Cc1ccccc1OCCOc1ccc([N+](=O)[O-])cc1	-14	-4	11	1	i	-3	0	-1	-3	-7
COc1ccc(N2C(=O)C3CCCN3C2c2ccc(F)cc2)cc1Cl (centres undefined)	-9	-2	2	2	i	-6	-4	-2	-13	31
Cc1cc(OCC(=O)N2CCC(C(N)=O)CC2)c2c(C)c(C)c(=O)oc2c1	24	-3	0	1	i	0	0	2	-21	0
CC(C(=O)Nc1nccs1)c1ccc([N+](=O)[O-])cc1 (centres undefined)	-3	-4	8	-6	i	27	10	0	-20	11
COc1ccc(C2C(C(=O)c3cccs3)=C(O)C(=O)N2Cc2cccnc2)cc1OC (centres undefined)	11	-1	8	0	i	-4	-1	-4	-7	14
CCCc1nc2ccc(NC(=O)NCCC(=O)OCC)cc2c(=O)n1Cc1cccc(Cl)c1	-8	-1	27	2	i	-1	14	3	-21	23
O=C(NCc1ccccc1)NC(O)C(Cl)(Cl)Cl (centres undefined)	-5	0	5	4	i	-6	0	5	-23	22

By substructure, those above with a furan ring, fused or not (2)
SMILES	aSyn 5UTR inh	HSP90 inh	HSF1 activator	GSK3beta inhib	PolyA inhibitor	GSK3 alpha inh	HSF1 inh	IEC-6 cytotox	KLF5 inhibitor	AI-2 QS mod
c1ccc(CNc2nc(NCc3ccco3)nc(N3CCOCC3)n2)cc1	9	-1	-5	-3	i	-1	6	2	-17	7
Cc1nc2cc(-c3cccc(F)c3)nn2c(N2CCN(C(=O)c3ccco3)CC2)c1C	-42	4	15	3	i	-1	9	3	-16	11

Continued.
SMILES	aSyn 5UTR inh	HSP90 inh	HSF1 activator	GSK3beta inhib	PolyA inhibitor	GSK3 alpha inh	HSF1 inh	IEC-6 cytotox	KLF5 inhibitor	AI-2 QS mod
CCCC(=O)Nc1cc2c3c(c1)CCN3C(=O)CC2	12	-1	3	2	i	-1	-3	0	-28	7
COc1ccccc1C(=O)NCCCCNC(=O)c1ccccc1OC	7	x	-3	-4	i	-7	-4	x	x	-8
CCSc1nnnn1-c1ccccc1	6	5	2	3	i	1	7	6	-5	44
CSc1nnnn1-c1cccc(O)c1	19	0	30	0	i	0	-4	1	-23	13
CCn1c(SCC(=O)Nc2cc(NC(C)=O)ccc2OC)nnc1-c1ccccn1	21	-2	6	3	i	-4	-3	8	-24	9
COC(=O)c1cccc(N(C(=O)c2cnccn2)C(C(=O)NC2CCCCC2)c2cn(C)nc2C)c1 (centres undefined)	-9	3	27	1	i	1	12	0	5	24
CCOc1ccccc1NC(=O)[C@@H](NC(=O)c1ccccc1F)C(C)C	-6	5	12	-1	i	0	-3	-4	-16	8
N#Cc1ccccc1CN1C(=O)NC(Cc2c[nH]c3ccccc23)C1=O (centres undefined)	3	-4	16	-3	i	1	6	-3	-34	-3
CC1(C)CC(=O)C2=C(C1)N(c1ccccc1C#N)C(N)=C(C#N)C2c1cccs1 (centres undefined)	5	-1	13	0	i	-2	3	-4	-19	15
CSc1ccccc1NC(=O)c1onc(C)c1Cl	-25	4	-2	4	i	2	13	4	-33	33
O=C(CP(=O)(c1ccccc1)c1ccccc1)Nc1nc2ccccc2s1	-11	0	-6	4	i	0	6	-2	-6	24
COc1ccc(-c2cn[nH]c2N)c(OC)c1	9	0	-7	0	i	-4	-8	-7	-10	11
CCn1nc(NS(=O)(=O)c2cccc3nonc23)c2cc3ccc(C)cc3nc21	17	-2	-5	13	i	-5	-1	6	-26	18
N#C/C(=C\c1ccc(-c2ccc(C(=O)O)cc2)o1)C(=O)Nc1ccc(F)cc1	-5	-3	11	1	i	2	1	-8	-59	31
CCCOc1ccc(Br)cc1CSC(=N)N	-35	2	-16	-2	i	4	-12	21	-16	3
Cc1csc(SCCn2c(N3CCN(c4ccccc4)CC3)nc3c2c(=O)[nH]c(=O)n3C)n1	6	-2	-7	1	i	0	-11	-2	-40	22
CN(CC(=O)Nc1ccc2c(c1)OCCO2)S(=O)(=O)c1cccc2cccnc12	-38	-1	-9	-3	i	-4	-6	-5	-29	18
COc1cc(NC(=O)CN2C(=O)C(C)N(c3ccc(C)cc3)C2=O)cc(OC)c1 (centres undefined)	-4	x	-19	-1	i	-1	3	x	x	15
CCCc1ccc2oc(C(=O)N3CCN(c4cnccn4)CC3)c(C)c2c1	-11	-1	26	6	i	-2	2	-8	-2	38
CCOc1ccc(S(=O)(=O)c2c[nH]c3ccccc3c2=O)cc1	12	-1	3	1	i	-1	6	-2	-4	-85*
O=C(c1cc([N+](=O)[O-])ccc1N1CCCCC1)N1CCc2ccccc21	81*	3	2	2	i	4	-10	-3	-7	9
c1ccc(-c2nnc3sc(-c4cc5ccccc5o4)nn23)cc1	9	-3	-1	1	i	0	-3	-7	-2	19
COc1ccccc1NC(=O)c1cc2ccc(O)cc2o/c1=N\O	-97	2	15	-1	i	-2	4	2	-33	25
O=C1CSC(=S)N1c1ccc(F)c(Cl)c1	-17	-1	14	0	i	0	7	2	-10	-1
CC(=O)c1cccc(NC(=O)CC2S/C(=N/N=C/c3cccs3)NC2=O)c1 (centres undefined)	-5	-1	3	-1	i	-2	-3	-2	-17	26
COc1ccc(CN2CCC(n3nccc3NC(=O)C3CCCC3)CC2)cc1	6	-2	-12	0	i	1	-8	-2	-29	24
CCC1S/C(=N/N=C/c2cccs2)NC1=O (centres undefined)	-27	-2	4	-3	i	-4	2	6	-19	17
O=C(Nc1ccc(CN2CCS(=O)(=O)CC2)cc1)c1ccccc1	-2	2	8	-6	i	0	-1	2	-28	-59

Screens (PubChem BioAssay)
